PAX8 inh HTS – PAX8 transcriptional activity inhibition; actives 1.2% (n = 360,000); inhibition, % at 12.6 µM; AID 652154; RMG-I TPO-luciferase reporter, SteadyGlo, 24 h;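 active means mean replicate inhibition at least 60% with every replicate also reaching 60%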;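 further: luciferase light reporting Pax8 driven TPO promoter activity; plate controls were median of neutral control wells for no effect and mitoxantrone controls for full effect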
Cneo AK release – causes C. neoformans cell lysis. adenylate kinase release luminescence, 4 h; normalised: neutral wells 0, clomiphene wells 100. lysis activity, % at 15 µM. actives 0.2% (n = 360,000). AID 651654;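 active means mean lysis activity across replicates of at least 80%, whatever share of replicates individually reach that level; inactive means mean lysis activity below 80%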
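Assay system: log-phase C. neoformans yeast / Quantity: yeast cell density of 5 × 10^6 cells/mL / Medium: fresh YPD growth medium / Compound: single dose / Timing: static 4 h at 37 °C with compound, 1 h detection / Measured by: adenylate kinase release luminescence / Read-out: lysis from increased AK signal / Benchmarks: Clomiphene as positive lysis control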
PGC1a acetyl inh – PGC1a acetylation modulation, inhibitor mode; actives 0.17% (n = 350,000); inhibition, % at 15.6 µM; U2OS PGC1a acetylation, AlphaScreen anti-acetyl-lysine; with virally co-expressed GCN5 acetyltransferase;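 active means every replicate shows inhibition of at least 40%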;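 further: 0% = neutral control wells and 100% = positive control wells; some results beyond the cut were filed as inactive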
LGR2 inh – blocks bursicon-induced cAMP signaling via Drosophila LGR2; HEK293 LGR2, CRE-luciferase, bursicon-stimulated, 4 h; inhibition, % at 9.99 µM; actives 0.35% (n = 380,000);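 active means drop in luminescence signal, shown as inhibition above about 50% in the replicate tests, limit read from the data, passing the limit was not always enough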;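 further: agonist challenge used bursicon conditioned medium at about half maximal strength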
FN deposition inh – fibronectin deposition inhibition. AH1F fibroblasts, Alexa488-fibronectin deposition fluorescence, overnight. inhibition, % at 12.6 µM. actives 0.086% (n = 350,000). AID 743247;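 active means mean inhibition across replicates of 30% or more, regardless of how many single replicates reach that level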;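 further: positive control wells lacked labelled fibronectin entirely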
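Assay system: AH1F fibroblasts assembling fluorescent fibronectin matrix; Amount: 10000 AH1F cells per well; Buffer or medium: DMEM, 2% serum; Probe or stimulus: Alexa488-fibronectin, 24 nM final in well; Doses: single compound dose, delivered by pin transfer; Incubation: 1 h adhesion, overnight exposure; Measured by: fluorescence 485/525 nm; Read-out: fibronectin deposition inhibition.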
EWS-Fli block – blocks EWS/Fli oncoprotein-driven transcription; A673 NR0B1-luciferase reporter, viability-normalised; inhibition, % at 12.6 µM; AID 651661; actives 0.67% (n = 350,000);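 active means mean inhibition of at least 50% after viability correction, with every replicate also passing that limit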;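 further: firefly luciferase signal divided by Alamar Blue viability fluorescence both relative to DMSO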
Casp6 inh – caspase-6 (human) enzyme inhibition; inhibition, % at 12.5 µM; actives 0.53% (n = 350,000); P55212; purified caspase-6, Z-VEID-R110 cleavage fluorescence;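 active means mean inhibition across replicates at least about 35%, with every replicate also reaching that limit, limit read from the data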;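 further: 0% = median of neutral control wells and 100% = no fluorescence left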
Target sequence (P55212 24-179 limits assumed): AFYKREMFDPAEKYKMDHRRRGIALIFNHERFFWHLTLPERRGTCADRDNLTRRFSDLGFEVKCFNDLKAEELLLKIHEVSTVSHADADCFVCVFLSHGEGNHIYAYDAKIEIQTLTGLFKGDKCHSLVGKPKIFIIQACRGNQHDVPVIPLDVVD
Target sequence (P55212 194-293 limits assumed): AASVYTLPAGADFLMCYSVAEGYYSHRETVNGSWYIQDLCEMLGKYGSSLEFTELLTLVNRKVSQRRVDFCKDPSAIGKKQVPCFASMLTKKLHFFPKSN
miR-122 sensor – inhibitors of miR-122 in Huh7 cells. actives 0.3% (n = 340,000). activation (reporter increase), % at 12.5 µM. Huh7 miR-122 Renilla luciferase sensor, 48 h; neutral wells = 0, positive control = 100;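 active means mean replicate activation score at least 90 and every replicate individually at or above 90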;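 further: higher luciferase means less miR-122 activity so hits act as miR-122 inhibitors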
Active calls of the source: *; nt = no result given; & = joins results of further samples; [ ] = dose if it differs, or a comment.

SMILES	PAX8 inh HTS	Cneo AK release	PGC1a acetyl inh	LGR2 inh	FN deposition inh	EWS-Fli block	Casp6 inh	miR-122 sensor
C/C=C/c1ccc([C@@H]2[C@@H](CO)N(C(C)=O)[C@H]2CN(CCC)C(C)=O)cc1	-16&-2	3&4	-2&1	4	-5	-7&-5	nt	-14&-29[16.7 µM]
Cn1c(N)c(C(=O)COC(=O)C2CCC(C(C)(C)C)CC2)c(=O)n(C)c1=O (configuration not stated)	nt	-2	5	23	nt	nt	nt	1
COc1cccc(C(=O)Nc2ccc3c(c2)C(=O)N(C)[C@@H]2CC[C@H](CC(=O)N[C@@H](C)c4ccccc4)O[C@@H]2CO3)c1	-20	-2	-9	-3	5	0	-2	16[16.7 µM]
O=C(COc1ccc([N+](=O)[O-])cc1)Nc1ccc(S(=O)(=O)N2CCOCC2)cc1	14	-3	8	0	-4	-6	0	-2
COc1ccccc1CCN1CCCC(CN(C)C(=O)CCC(N)=O)C1 (configuration not stated)	13	1	nt	4	-4	4	-2	nt
CN1CCN(CCCNC(=O)c2ccc(Cn3c(=S)[nH]c4ccc(Br)cc4c3=O)cc2)CC1	-8	2	5	8	-7	8	-54	0
O=C1c2ccccc2C(=O)N1CCc1c[nH]c2ccc(O)cc12	-44	5	-6	nt	11	-9	-3	-6
Cc1ccc(NC(=O)N2CCCC(C(=O)O)C2)cc1 (configuration not stated)	-3	1	7	4	6	-30	0	9
O=C(c1ccccc1)c1ccc2nc(Nc3ccccc3)c3nncn3c2c1	9	0	2	2	-4	7	-1	nt
CCOc1ccc(OCCOC(=O)CNC(=O)c2ccc(Cl)cc2Cl)cc1	-16	-6	nt	-16	-2	-12	2	nt
O=C(c1ccco1)N1CCN(CCCCOc2ccc(F)cc2)CC1	-5	2	nt	8	nt	-6	nt	8
Cc1cnc2cc([N+](=O)[O-])ccc2n1	-11	1	-10	-3	-5	-3	-2	0
C[C@@H]1CN([C@@H](C)CO)C(=O)c2cc(-c3ccc(C(=O)N(C)C)cc3)cnc2O[C@H]1CN(C)Cc1ccc(C(=O)O)cc1	-3	-4	4	13	nt	-8	-1	-3[16.7 µM]
Cc1cc(-c2ccccc2)nc(-c2ccccc2)c1C	-6	4	nt	-17	8	-17	-3	-4
Nc1nc(SCC(=O)N2N=C3/C(=C\c4ccco4)CCCC3C2c2ccco2)n[nH]1 (configuration not stated)	14	nt	nt	nt	-1	8	2	nt
COc1ccc(-c2csc(NC(=O)CN3C(=O)CCC3=O)n2)c(OC)c1	-18	0	-4	-3	2	1	1	-4
CCN1CCN(c2ccc(S(=O)(=O)N3CCOCC3)cc2NC(=O)CCOc2ccccc2)CC1	13	3	nt	-1	8	4	0	-4
Cc1cc(OCC(=O)N(C)c2c(N)n(Cc3ccccc3)c(=O)[nH]c2=O)c(C(C)C)cc1Cl	-10	nt	1	9	nt	7	1	-1
COc1ccc(CC(=O)NCCS(=O)(=O)N2CCN(c3ccc(F)cc3)CC2)cc1OC	20	0	0	-10	-8	nt	0	-11

Sorted by heavy-atom count (largest number first): 3 of the compounds above
SMILES	PAX8 inh HTS	Cneo AK release	PGC1a acetyl inh	LGR2 inh	FN deposition inh	EWS-Fli block	Casp6 inh	miR-122 sensor
C[C@@H]1CN([C@@H](C)CO)C(=O)c2cc(-c3ccc(C(=O)N(C)C)cc3)cnc2O[C@H]1CN(C)Cc1ccc(C(=O)O)cc1	-3	-4	4	13	nt	-8	-1	-3[16.7 µM]
COc1ccc(CC(=O)NCCS(=O)(=O)N2CCN(c3ccc(F)cc3)CC2)cc1OC	20	0	0	-10	-8	nt	0	-11
CCOc1ccc(OCCOC(=O)CNC(=O)c2ccc(Cl)cc2Cl)cc1	-16	-6	nt	-16	-2	-12	2	nt

Some of the entries above in a different format.
Screens in order – PAX8 inh HTS | Cneo AK release | PGC1a acetyl inh | LGR2 inh | FN deposition inh | EWS-Fli block | Casp6 inh | miR-122 sensor
- O=C1c2ccccc2C(=O)N1CCc1c[nH]c2ccc(O)cc12
 : -44 | 5 | -6 | nt | 11 | -9 | -3 | -6
- Cc1ccc(NC(=O)N2CCCC(C(=O)O)C2)cc1 (configuration not stated)
 : -3 | 1 | 7 | 4 | 6 | -30 | 0 | 9
- O=C(c1ccccc1)c1ccc2nc(Nc3ccccc3)c3nncn3c2c1
 : 9 | 0 | 2 | 2 | -4 | 7 | -1 | nt
- CCOc1ccc(OCCOC(=O)CNC(=O)c2ccc(Cl)cc2Cl)cc1
 : -16 | -6 | nt | -16 | -2 | -12 | 2 | nt
- O=C(c1ccco1)N1CCN(CCCCOc2ccc(F)cc2)CC1
 : -5 | 2 | nt | 8 | nt | -6 | nt | 8
- Cc1cnc2cc([N+](=O)[O-])ccc2n1
 : -11 | 1 | -10 | -3 | -5 | -3 | -2 | 0
- C[C@@H]1CN([C@@H](C)CO)C(=O)c2cc(-c3ccc(C(=O)N(C)C)cc3)cnc2O[C@H]1CN(C)Cc1ccc(C(=O)O)cc1
 : -3 | -4 | 4 | 13 | nt | -8 | -1 | -3[16.7 µM]
- Cc1cc(-c2ccccc2)nc(-c2ccccc2)c1C
 : -6 | 4 | nt | -17 | 8 | -17 | -3 | -4
- Nc1nc(SCC(=O)N2N=C3/C(=C\c4ccco4)CCCC3C2c2ccco2)n[nH]1 (configuration not stated)
 : 14 | nt | nt | nt | -1 | 8 | 2 | nt
- COc1ccc(-c2csc(NC(=O)CN3C(=O)CCC3=O)n2)c(OC)c1
 : -18 | 0 | -4 | -3 | 2 | 1 | 1 | -4
- CCN1CCN(c2ccc(S(=O)(=O)N3CCOCC3)cc2NC(=O)CCOc2ccccc2)CC1
 : 13 | 3 | nt | -1 | 8 | 4 | 0 | -4
- Cc1cc(OCC(=O)N(C)c2c(N)n(Cc3ccccc3)c(=O)[nH]c2=O)c(C(C)C)cc1Cl
 : -10 | nt | 1 | 9 | nt | 7 | 1 | -1
- COc1ccc(CC(=O)NCCS(=O)(=O)N2CCN(c3ccc(F)cc3)CC2)cc1OC
 : 20 | 0 | 0 | -10 | -8 | nt | 0 | -11
